# Screens deposited in PubChem BioAssay by Sanford-Burnham Center for Chemical Genomics.
# ATG4B inh: ATG4B (human) cysteine protease inhibition. ATG4B cleavage of LC3-PLA2, NBD-HPC fluorescence, 1 h. Q9Y4P1. hit rate 0.51% among 340,000. inhibition, % at 8.33 µM; in the data active = inhibition above about 40%
# A3A deaminase: human APOBEC3A DNA deaminase inhibition; hit rate 0.41% among 330,000; AID 493011; inhibition, % at 20 µM; recombinant A3A, FAM/TAMRA ssDNA deamination fluorescence; P31941;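 active = at least 40% inhibition at 20 µM here, with at most 30% in a related deaminase screen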;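 note: plate controls were A3A with DMSO for no effect and wells lacking A3A enzyme for full effect; some results filed as inactive read as strong as hits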
# Target sequence (P31941 whole entry, looked up): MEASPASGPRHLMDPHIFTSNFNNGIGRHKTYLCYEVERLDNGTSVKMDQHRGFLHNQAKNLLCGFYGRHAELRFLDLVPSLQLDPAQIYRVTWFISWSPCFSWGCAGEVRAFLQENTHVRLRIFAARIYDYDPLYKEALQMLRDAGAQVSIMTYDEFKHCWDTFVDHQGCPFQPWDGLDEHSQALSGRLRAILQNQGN
# hIAP block: human IAP inhibition; purified IAP, CDP-Star luminescence, 30 min; inhibition, % at 10 µM; hit rate 0.12% among 330,000;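 active = inhibition reaching a set limit with compound at 10 µM in the primary screen, cut at about 35% in these data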;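 note: plate controls were DMSO wells with enzyme for no effect and no-enzyme buffer wells for full effect; values of inactives mirror those of a sister screen read the other way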
# Target sequence (P09923 whole entry, looked up): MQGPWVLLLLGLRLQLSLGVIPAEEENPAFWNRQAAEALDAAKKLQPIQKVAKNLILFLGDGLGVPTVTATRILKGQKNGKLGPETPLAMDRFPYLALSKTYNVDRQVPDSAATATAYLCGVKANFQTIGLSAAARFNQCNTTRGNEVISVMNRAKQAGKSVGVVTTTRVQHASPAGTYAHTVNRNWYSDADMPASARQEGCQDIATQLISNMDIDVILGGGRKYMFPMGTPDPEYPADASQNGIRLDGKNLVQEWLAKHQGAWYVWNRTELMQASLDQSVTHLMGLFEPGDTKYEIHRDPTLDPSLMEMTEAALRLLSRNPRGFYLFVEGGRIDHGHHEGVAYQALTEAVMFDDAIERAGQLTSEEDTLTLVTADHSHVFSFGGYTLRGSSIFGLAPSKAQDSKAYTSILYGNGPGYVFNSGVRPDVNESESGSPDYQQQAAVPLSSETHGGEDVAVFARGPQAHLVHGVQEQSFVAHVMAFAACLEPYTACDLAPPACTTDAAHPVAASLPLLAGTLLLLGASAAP
# beta cell repl: inducers of beta-cell replication in MIN6 cells; MIN6 cells proliferation, ATPlite luminescence, 48 h; cells starved in 0.2% serum; 100% = growth in 10% serum; proliferation, % at 10 µM; hit rate 0.29% among 330,000;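 active = compounds whose signal lies at least 3.5 SD above the mean of all wells on their plate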;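 note: 0% = DMSO-treated cells in low-serum medium and 100% = 10% serum control; some compounds called inactive have numbers as strong as hits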
# APOBEC3G inh: APOBEC3G (human) deaminase inhibition | recombinant A3G, ssDNA deamination FAM/TAMRA fluorescence | inhibition, % at 20 µM | hit rate 0.28% among 330,000;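 active = inhibition of at least 40% at 20 µM, with no more than 30% in the related APOBEC3A deaminase screen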;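 note: plate controls were DMSO wells with A3G for no effect and wells lacking A3G enzyme for full effect; some compounds called inactive have numbers as strong as hits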
# Target sequence (Q9HC16 whole entry, looked up): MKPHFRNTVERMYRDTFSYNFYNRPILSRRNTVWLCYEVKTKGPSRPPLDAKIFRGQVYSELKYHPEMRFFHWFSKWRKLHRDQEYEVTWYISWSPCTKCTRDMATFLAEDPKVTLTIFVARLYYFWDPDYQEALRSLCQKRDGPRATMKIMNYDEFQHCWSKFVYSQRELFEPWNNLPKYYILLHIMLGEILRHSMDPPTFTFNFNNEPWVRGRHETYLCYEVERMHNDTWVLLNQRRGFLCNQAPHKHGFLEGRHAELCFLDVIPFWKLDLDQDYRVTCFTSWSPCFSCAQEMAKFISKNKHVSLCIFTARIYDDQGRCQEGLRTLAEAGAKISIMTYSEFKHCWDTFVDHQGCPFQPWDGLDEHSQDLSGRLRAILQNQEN
# mIAP activ: mouse IAP activation; activation factor at 10 µM; muIAP, CDP-Star luminescence, 30 min; active compounds read high; 1 = vehicle-only enzyme signal, 0 = enzyme-free wells; AID 2805; hit rate 0.24% among 330,000;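 active = activation factor of at least 2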; note: the source names both 10 and 20 µM as test concentration; values of inactives mirror those of a sister screen read the other way
#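 Assay system: mouse IAP enzyme / Compound: DMSO-dissolved test compounds / Timing: 30 min, room temperature / Measured by: luminescence from enzymatic CDP-Star hydrolysis / Control set: DMSO-only wells, enzyme-free buffer wells as negative control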
# hIAP act: increases human intestinal alkaline phosphatase activity; hit rate 0.16% among 330,000; AID 2524; P09923; activation factor at 10 µM; purified human IAP, CDP-Star luminescence, 30 min; active compounds read high; 1 = vehicle-only enzyme, 0 = enzyme-free background;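 active = activation factor of the enzyme at least 2-fold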; note: the source names both 10 and 20 µM as test concentration; values of inactives mirror those of a sister screen read the other way
# mIAP block: mouse IAP inhibition; purified mouse IAP, CDP-Star luminescence, 30 min; inhibition, % at 10 µM; hit rate 0.2% among 330,000; AID 2806;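 active = inhibition of at least 40% at 10 µM in the primary screen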;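 note: plate controls were DMSO with enzyme for no effect and no enzyme wells for full effect; values of inactives mirror those of a sister screen read the other way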
# MPTP block: inhibitors of mitochondrial permeability transition pore. isolated mouse mitochondria, Ca2+ swelling absorbance, 30 min. inhibition, % at 10 µM. hit rate 1.4% among 360,000;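 active = inhibition of 50% or more, scaled per plate between neutral and stimulator controls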;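 note: 0% = DMSO wells given calcium and 100% = 1 mM EGTA wells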
# Starred values were filed as active, the others as inactive.
(1) CN(C)CCCN(C(=O)c1cccc(N2C(=O)CCC2=O)c1)c1nc2cc3c(cc2s1)OCO3
(2) Cc1cc(CN2CCC(N3CCC(C(=O)NC4CC4)CC3)CC2)cc(C)c1O
(3) COc1ccc(-c2nc3ccc(C(=O)NCC(OC)OC)cc3nc2-c2ccc(OC)cc2)cc1
(4) COc1ccc(C(=O)NC(Nc2ccc(C)cc2)C(Cl)(Cl)Cl)cc1 (centres undefined)
(5) CCCCNC(=O)OC(C)CNC(=O)Oc1cccc(C)c1 (centres undefined)
(6) Cc1ccc(C)c(CN2CCC(CNC(=O)Nc3ccc(Br)cc3F)CC2)c1
(7) Cc1cccc(NC(=O)C(C)Sc2nc3nc(C)cc(C)n3n2)c1 (centres undefined)
(8) CCOC(=O)CNC(=S)N(CCCN1CCCCCC1)Cc1cccs1
assay / entry,1,2,3,4,5,6,7,8
ATG4B inh,-7,-3,-17,1,-6,2,-5,1
A3A deaminase,-5,1,1,-1,0,-1,-5,2
hIAP block,-12,3,1,7,-2,-40,12,8
beta cell repl,-3,-1,5,0,-1,-7,1,-2
APOBEC3G inh,-7,4,-3,-6,-4,-5,-7,-10
mIAP activ,1.1,1.1,1,1.3,0.98,3.2*,0.98,1
hIAP act,1.1,0.97,0.99,0.93,1,1.4,0.88,0.92
mIAP block,-5,-12,-3,-30,2,-221,2,-5
MPTP block,0.7,0.5,25,44,1.3,3.3,-0.8,-1.1

(9) O=C1c2ccccc2NC(c2c(Cl)cccc2Cl)N1Cc1ccccc1 (centres undefined)
(10) CCN(CC)C(=O)CSc1nc2cc3c(cc2c(=O)n1Cc1ccco1)OCO3
(11) Cc1cc(C)nc(SCC(=O)NC2=NN=C(c3ccc(Br)cc3)CS2)n1
(12) COc1cc(NC(=O)CCc2c(C)noc2C)c(Cl)cc1C(=O)O
(13) CCOC(=O)C[C@H]1c2cc(C(F)(F)F)ccc2S(=O)(=O)N1C(C)C
(14) CCOC(=O)CNC(=O)Nc1ccccc1C(=O)OC
(15) Cc1cc(Br)c(NC(=O)c2ccccc2[N+](=O)[O-])cc1C
(16) CCOC(=O)c1ccccc1OCc1cc(/C=N/n2cncn2)ccc1OC
assay / entry,9,10,11,12,13,14,15,16
ATG4B inh,20,11,-6,-8,10,-10,10,-26
A3A deaminase,-4,-2,-4,-3,-5,-1,1,1
hIAP block,-6,3,-18,14,3,14,4,12
beta cell repl,-4,0,-6,0,0,0,-2,7.8*
APOBEC3G inh,-1,-1,-2,-6,-11,-2,3,0
mIAP activ,1.2,0.9,0.82,1,1,0.97,1,0.93
hIAP act,1.1,0.97,1.2,0.86,0.97,0.85,0.96,0.88
mIAP block,-18,10,18,-4,-1,2,-3,7
MPTP block,0.3,3.3,-0.3,-0.4,-0.1,-2.6,0.5,2.2

(17) CCN1C(=O)c2ccccc2S(=O)c2ccc(C(=O)N3CCCCCC3)cc21 (centres undefined)
(18) O=C(CSc1nnnn1-c1ccccc1)c1ccco1
(19) Cc1cc(C)c(S(=O)(=O)c2ccc(F)cc2C)c(Cl)n1
(20) O=[N+]([O-])c1cc(/C=N/O)ccc1Oc1cccc(Cl)c1
(21) CCn1c(SCC(=O)N2CCC(C)CC2)nnc1-c1ccco1
(22) Cc1ccc(/C([O-])=C(/C(=S)NCc2ccco2)[n+]2ccccc2)cc1[N+](=O)[O-]
(23) CCOc1ccccc1CNC(=O)c1ccc(Sc2ccc(Cl)cc2)c(NC(C)=O)c1
(24) N#CCSc1ccc(-c2nc3ccccc3[nH]2)cn1
assay / entry,17,18,19,20,21,22,23,24
ATG4B inh,-7,-7,0,-3,0,4,-7,-4
A3A deaminase,-3,0,-4,1,-4,19,-2,-4
hIAP block,20,-19,5,10,8,5,-8,5
beta cell repl,0,-1,-2,-1,0,-2,-1,-3
APOBEC3G inh,-7,-2,-7,-1,-7,15,-3,-5
mIAP activ,1.1,1,0.95,0.98,0.91,0.65,0.94,1
hIAP act,0.81,1.2,0.95,0.9,0.92,0.95,1.1,0.95
mIAP block,-11,-5,5,2,9,35,6,-2
MPTP block,-2.5,1.4,1.2,1.3,-1.1,-0.6,1.2,0.1

(25) COc1cc(/C=C(/NC(=O)c2ccccc2)C(=O)N2CCOCC2)c([N+](=O)[O-])cc1OC
(26) O=C(Cc1cn2ccsc2n1)Nc1nc2c(s1)CCCC2
(27) COc1ccc(S(=O)(=O)CCc2nnc(NC(=O)c3cccs3)s2)cc1
(28) c1ccc(Nc2cccc3ccccc23)cc1
(29) CCc1c(C)sc(NC(=O)c2cc(-c3cc(OC)ccc3OC)on2)c1C#N
(30) Cc1ccc(C)c(N2CCN(CCCNC(=O)Cn3cc4c(n3)CCCCC4)CC2)c1
(31) COc1ccc2[nH]c(C)c(C(=O)CN3CCOCC3)c2c1
(32) CC(=O)Oc1ccc2cc(-c3ccccc3)c(=O)oc2c1
assay / entry,25,26,27,28,29,30,31,32
ATG4B inh,10,-1,-4,14,3,-3,0,6
A3A deaminase,-5,0,-2,0,-1,0,3,-4
hIAP block,5,-20,0,3,22,8,10,-24
beta cell repl,-2,-2,-1,-2,-5,-6,-3,-5
APOBEC3G inh,-9,0,-4,-2,-1,-4,9,-6
mIAP activ,0.97,0.99,1,0.95,0.85,0.93,1,1
hIAP act,0.95,1.2,1,0.97,0.78,0.92,0.9,1.2
mIAP block,3,1,-4,5,14,7,-2,-4
MPTP block,0.0,-5.6,4.0,3.0,0.8,18,0.0,-0.8

# Profiles, looked up by structure:
# Record of c1ccc(Nc2cccc3ccccc23)cc1 = ATG4B inh = 14; A3A deaminase = 0; hIAP block = 3; beta cell repl = -2; APOBEC3G inh = -2; mIAP activ = 0.95; hIAP act = 0.97; mIAP block = 5; MPTP block = 3.0
# Record of O=C(Cc1cn2ccsc2n1)Nc1nc2c(s1)CCCC2 = ATG4B inh = -1; A3A deaminase = 0; hIAP block = -20; beta cell repl = -2; APOBEC3G inh = 0; mIAP activ = 0.99; hIAP act = 1.2; mIAP block = 1; MPTP block = -5.6
# Record of Cc1ccc(C)c(N2CCN(CCCNC(=O)Cn3cc4c(n3)CCCCC4)CC2)c1 = ATG4B inh = -3; A3A deaminase = 0; hIAP block = 8; beta cell repl = -6; APOBEC3G inh = -4; mIAP activ = 0.93; hIAP act = 0.92; mIAP block = 7; MPTP block = 18

# Following part:
(33) Cc1ccc(OC(=O)c2ccc(N3CCOCC3)c([N+](=O)[O-])c2)cc1
(34) C(=N\n1cnnc1)/c1ccccn1
(35) CN(Cc1ccccn1)C(=O)C1CCC(=O)N(Cc2cccc(F)c2)C1 (centres undefined)
(36) O=C1CN(C(=O)/C=C/c2cccc(Cl)c2)c2ccccc2N1
(37) O=C(c1ccco1)N1CCN(C(=O)c2cnn(-c3ccc(Cl)cc3)c2C2CCNCC2)CC1
(38) CC(C)c1ccc(NC(=O)COC(=O)c2c[nH]c(=O)[nH]c2=O)cc1
(39) O=C(NCCc1ccc(F)cc1)C1CCCO1 (centres undefined)
(40) OC1(c2ccccn2)COc2ccccc2O1 (centres undefined)
assay / entry,33,34,35,36,37,38,39,40
ATG4B inh,-3,-8,12,-9,-1,-2,-4,-4
A3A deaminase,0,-4,-5,0,-3,0,-6,4
hIAP block,18,8,-10,17,0,-8,4,10
beta cell repl,-3,1,-2,-2,2,0,0,1
APOBEC3G inh,-6,-7,-5,3,-4,-2,-13,14
mIAP activ,0.91,0.91,0.97,0.97,1,0.91,0.97,0.94
hIAP act,0.82,0.92,1.1,0.83,1,1.1,0.96,0.91
mIAP block,9,9,2,3,-3,9,3,6
MPTP block,1.5,0.5,-1.1,-1.1,-1.9,0.0,1.2,-3.7

(41) Cc1c(C(=O)NCCCc2ccccc2)cccc1[N+](=O)[O-]
(42) FC(F)(F)Oc1ccc(Nc2nc(N3CCOCC3)nc(N3CCOCC3)n2)cc1
(43) O=C(c1nn(Cc2ccccc2)c(=O)c2ccccc12)N1CCc2ccccc2C1
(44) CCOc1ccc(CNCCCSc2ncccn2)cc1OC
(45) NC(=O)C1CCCN(C(=S)Nc2ccccc2)C1 (centres undefined)
(46) Cc1ccc(SCC(=O)N2CCc3ccccc32)cc1
(47) COc1ccc(CCNc2nnc(C)c(=O)[nH]2)cc1OC
(48) O=C(Nc1ccccc1)C1=C[C@@H](C2CC2)C[C@@H](OCc2ccc(CO)cc2)O1
assay / entry,41,42,43,44,45,46,47,48
ATG4B inh,-4,-3,20,-5,14,7,-3,0
A3A deaminase,0,-1,-18,-7,-2,8,-5,-5
hIAP block,13,7,4,-11,2,6,-7,-27
beta cell repl,-1,-5,5,-1,1,-2,-1,-3
APOBEC3G inh,-8,-4,-6,-11,-2,1,-5,-10
mIAP activ,0.85,0.98,0.97,1.1,0.91,0.95,0.98,1.1
hIAP act,0.87,0.93,0.96,1.1,0.98,0.94,1.1,1.3
mIAP block,15,2,3,-7,9,5,2,-7
MPTP block,-0.5,-0.3,-4.1,-0.3,0.2,-0.2,-1.3,-0.7

(49) CCC(Cc1ccccc1)NC(=O)CSc1ccsc1[N+](=O)[O-] (centres undefined)
(50) CCOCCn1c(SC(C)C(C)=O)nc2c1c(=O)[nH]c(=O)n2C (centres undefined)
(51) CC(NC(=O)Cc1ccsc1)c1ccc(Cl)cc1Cl (centres undefined)
(52) CCOC(=O)Cc1csc(NC(=O)Cc2ccccc2[N+](=O)[O-])n1
(53) O=S(=O)(Nc1ccon1)c1cc(Cl)ccc1Cl
(54) O=C(CCS(=O)(=O)Cc1ccccc1)NC1CCCCC1
(55) COc1ccc(C(OC(=O)c2ccco2)C(=O)NCC2CCCO2)cc1 (centres undefined)
(56) COC(=O)c1nn(-c2ccccc2)c(Cl)c1/C=N/OC(=O)c1ccc(Cl)c(Cl)c1
assay / entry,49,50,51,52,53,54,55,56
ATG4B inh,-13,2,4,-6,3,2,-15,-12
A3A deaminase,-6,-1,-3,5,-2,4,-1,-1
hIAP block,-10,-23,8,10,-13,4,1,10
beta cell repl,-4,2,-5,-1,0,2,-2,1
APOBEC3G inh,-9,1,-5,1,-4,-5,-5,-6
mIAP activ,0.99,1,1,0.98,0.94,1.1,1.1,1
hIAP act,1.1,1.2,0.92,0.9,1.1,0.96,0.99,0.9
mIAP block,1,-1,-2,2,6,-6,-6,0
MPTP block,2.3,0.8,0.7,0.3,-0.8,-2.3,-1.4,-0.5

(57) O=C(C(c1ccccc1)c1ccccc1)N1CCN(CC(O)COc2ccccc2)CC1 (centres undefined)
(58) CCCCC(=O)NS(=O)(=O)c1ccc(NS(C)(=O)=O)cc1
(59) Cc1noc(C)c1S(=O)(=O)NCc1ccc(CN(C)C)cc1
(60) COc1ccc(C2c3sc(=O)[nH]c3SC3C4CCC(C4)C23)cc1 (centres undefined)
(61) O=C(O)c1ccc(-c2nc(-c3ccc(Cl)cc3Cl)cs2)cc1
(62) CC(=O)c1c(C(C)=O)c(C)n(-c2nc(-c3ccc(C)c(C)c3)c(C)s2)c1C
(63) COc1cc(CN(C)CC2CCCN(CCc3cccc(C(F)(F)F)c3)C2)ccc1O (centres undefined)
(64) CCn1c(SCC(=O)c2cc(C)n(C)c2C)nnc1-c1ccccc1
assay / entry,57,58,59,60,61,62,63,64
ATG4B inh,-20,-5,3,-10,-1,-6,-6,5
A3A deaminase,1,-2,-5,1,-7,-5,-4,2
hIAP block,18,8,10,-2,-8,-9,-42,7
beta cell repl,0,2,7,-2,-3,-3,-4,0
APOBEC3G inh,0,-4,-7,-3,-4,-3,-5,-1
mIAP activ,0.95,1,0.92,0.91,0.93,1,0.98,0.93
hIAP act,0.82,0.93,0.9,1,1.1,1.1,1.4,0.93
mIAP block,5,-2,8,10,7,-4,2,7
MPTP block,-0.5,1.3,-1.5,-1.5,4.9,3.2,12,-0.5
